Assay outcomes deposited in PubChem BioAssay by The Scripps Research Institute Molecular Screening Center.
PAFAH1B3 FP inh – PAFAH1B3 (human) inhibition | Q15102 | inhibition, % at 3.39 µM | recombinant PAFAH1B3, FP-rhodamine probe, fluorescence polarization | 340,000 tested, 0.28% active;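 active = inhibition above the screen-wide average of all tested compounds plus 3 SD, cut at about 25% in these data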;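 note: 0% = enzyme with DMSO only and 100% = wells lacking PAFAH1B3 protein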
Target sequence (Q15102 whole entry, looked up): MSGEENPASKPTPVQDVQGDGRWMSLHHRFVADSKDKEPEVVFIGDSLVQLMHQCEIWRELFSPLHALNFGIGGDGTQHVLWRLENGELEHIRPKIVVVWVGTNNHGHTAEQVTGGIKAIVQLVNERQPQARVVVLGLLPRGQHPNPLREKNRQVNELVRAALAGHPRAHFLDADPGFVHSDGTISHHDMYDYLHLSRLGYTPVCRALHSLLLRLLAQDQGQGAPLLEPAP
PAFAH2 FP inh – inhibitors of human PAFAH2. recombinant PAFAH2, FP-rhodamine activity probe, fluorescence polarization. inhibition, % at 3.39 µM. 340,000 tested, 0.99% active. AID 492956;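 active = inhibition above the mean over all tested compounds plus 3 SD, cut at about 30% in these data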;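 note: inhibitors block probe labeling of enzyme so polarization drops; 0% = enzyme with DMSO and 100% = wells lacking PAFAH2 protein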
PAFAH1B2 inh – PAFAH1B2 (human) inhibition; recombinant PAFAH1B2, FP-rhodamine activity probe, fluorescence polarization; inhibition, % at 3.39 µM; 340,000 tested, 1.2% active; AID 492953;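 active = inhibition above the mean of all tested compounds plus 3 SD, cut at about 24% in these data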;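 note: 0% = enzyme with DMSO and 100% = wells lacking PAFAH1B2; many of its hits are not listed in these tables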
Target sequence (P68402 whole entry, looked up): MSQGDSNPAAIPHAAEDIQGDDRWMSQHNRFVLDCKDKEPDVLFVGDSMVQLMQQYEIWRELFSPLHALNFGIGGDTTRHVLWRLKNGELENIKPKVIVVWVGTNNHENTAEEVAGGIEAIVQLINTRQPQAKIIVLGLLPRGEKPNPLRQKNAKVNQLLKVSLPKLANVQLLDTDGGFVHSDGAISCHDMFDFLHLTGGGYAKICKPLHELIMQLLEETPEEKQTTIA
Numbers without * were called inactive.

PAFAH1B2 inh,PAFAH2 FP inh,PAFAH1B3 FP inh,molecule
-2,2,-5,O=C(Cc1ccc([N+](=O)[O-])cc1)NNC(=O)c1ccc2c(c1)OCO2
-5,-39,-3,O=C(/C=C/c1ccccc1)Nc1cc(NC(=O)/C=C/c2ccccc2)cc(C(=O)O)c1
2,-10,8,CCOC(=O)N1CC(C)N(CC(O)CN2CCOCC2)CC1C (configuration not stated)
2,3,3,CN(C)CCCN1C(=O)C(=O)/C(=C(/O)c2ccncc2)C1c1cccnc1 (configuration not stated)
0,0,2,CCCCn1c(N)c(N(CCOC)C(=O)COC(=O)CNC(=O)c2ccc(Cl)c(Cl)c2)c(=O)[nH]c1=O
6,0,3,Nc1nc(SCc2ccccc2)c2ncn(Cc3ccccc3)c2n1
3,3,1,C/C(=C\c1ccccc1)C(=O)Nc1nccs1
2,1,2,CC(Oc1ccccc1Cl)C(=O)Nc1ccc(S(=O)(=O)N2CCOCC2)cc1 (configuration not stated)
-2,5,4,COCCCNC(=O)CCc1c(C)nc2c(c(C)nn2-c2ccccc2)c1C
4,1,1,CCN1CCN(c2nc(SC)nc3sc4c(c23)CC(C)(C)OC4)CC1
3,3,5,Cc1ccccc1Nc1nc(N)nc(C)c1Br
2,-2,3,CCOC(=O)C1=CN(CC)CCC1=O
0,8,1,Cc1c(C(=O)Nc2cccc(Cl)c2)c2ccccn2c1CCc1ccncc1
1,1,13,COc1ccc(-c2[nH]ncc2/C=N\NC(=O)c2cccs2)cc1OC
7,-2,12,Cc1ccc(N=Cc2ccccc2O)cc1Cl
8,41*,6,COc1ccc(NC(=O)COC(=O)c2cccc(S(=O)(=O)N(C)C)c2)cc1
2,-3,10,O=C(OCCCOC(=O)c1ccc(O)cc1)c1ccc(O)cc1
6,5,7,O=c1[nH]c2cc(Cl)c(Br)cc2o1
1,-5,2,COc1cccc(C(=O)OCC(=O)c2ccc(S(=O)(=O)N3CCCCC3)cc2)c1OC
-41,-37,-68,CCCCN1C(=O)/C(=C/C=C2\Oc3ccccc3N2CC)SC1=S
-3,2,-1,C#CCOCCOCCOCCNc1nc(N2CCN(C(=O)[C@H](C)n3cc(CCC(=O)O)nn3)CC2)nc(N2CCN(C(=O)[C@H](CCCCN)n3cc(CCCC)nn3)CC2)n1
-1,0,7,C(C#CCN1CCOCC1)#CCN1CCOCC1
2,8,-2,Cc1cc(C2C(=O)NC(=O)C2=O)c(C)cc1Br (configuration not stated)
0,0,-6,NS(=O)(=O)c1ccc(N2CCOCC2)c(C(=O)NCc2ccc3c(c2)OCO3)c1
2,-20,1,Cc1cc(C(=O)N/N=C/c2cccc(OC(=O)c3cccc(Br)c3)c2)n[nH]1
6,13,9,O=C(C1CC(=O)N(C2CCCC2)C1)N1CCN(c2cccc(C(F)(F)F)c2)CC1 (configuration not stated)
4,2,5,CCOC(=O)C1(C(=O)OCC)NC(=O)CC1C(C)C (configuration not stated)
1,0,3,N=C1N(c2ccccc2)C(=S)C(=Nc2ccccc2)N1c1ccccc1
2,0,-5,COc1ccc(NC(=O)COc2ccccc2Cc2ccccc2)cc1S(=O)(=O)N1CCOCC1
0,-4,9,COCCNC(=O)CCc1nc2cccnc2n1Cc1ccc(OC)cc1
6,2,9,CN(c1ccccc1)S(=O)(=O)c1ccc(Cl)c(C(=O)Nc2ccccc2N2CCOCC2)c1
-1,-1,6,O=C(C1CCCO1)N1CCN(S(=O)(=O)c2cc(C(F)(F)F)ccc2Cl)CC1 (configuration not stated)
4,5,-2,CNC(=O)c1nnsc1S(=O)c1ccc(Cl)cc1 (configuration not stated)
21,0,14,CN(c1ccc(OCC(=O)OCC(=O)Nc2ccc([N+](=O)[O-])cc2)cc1)S(=O)(=O)c1cccs1
2,3,8,ClC1(Cl)CC1CSc1ncn[nH]1 (configuration not stated)
14,-19,41*,COc1cc(C(=O)N/N=C/c2ccc3c(c2)c2ccccc2n3C)ccc1O
2,-1,6,O=C(O)CC1(CC(=O)O)Nc2ccccc2SC1=O
3,-7,-3,Nc1c(N(CCC2=CCCCC2)C(=O)COc2ccc([N+](=O)[O-])cc2)c(=O)[nH]c(=O)n1Cc1ccccc1
6,2,3,COc1ccc(CCNC(=O)COC(=O)Cc2cccc(F)c2)cc1
6,2,7,COc1cc(C2C(c3ccccc3)C(c3cc(OC)cc(=O)o3)C2c2ccccc2)oc(=O)c1 (configuration not stated)
7,0,8,CSc1cccc(NC(=O)CNS(=O)(=O)c2ccccc2)c1
6,1,5,CCN(c1ccccc1)S(=O)(=O)c1ccc(Cl)c(C(=O)NC2CCN(Cc3ccccc3)CC2)c1
2,-3,2,COc1ccccc1CNC(=O)CCNC(=O)c1ccco1
2,5,9,CSc1ccc(CN2CCSCC2)cc1
1,1,2,COc1ccccc1CCNC(=O)C1CCC(=O)N(Cc2cccc(F)c2)C1 (configuration not stated)
6,-6,9,O=[N+]([O-])c1ccccc1C=NNC(=S)NN=Cc1ccccc1[N+](=O)[O-]
-8,-14,-12,CCc1ccc(N=C2NC(=O)/C(=C/c3cc(OC)c(O)c(OC)c3)S2)cc1
1,-1,-3,CC(=O)N1N=C(c2cccc(O)c2)CC1c1cccs1 (configuration not stated)
4,3,11,COc1cccc(/C=N/Nc2nccnc2Cl)c1O
0,2,3,COc1cc(C(=O)N/N=C/c2sccc2C)cc(OC)c1OC
4,-2,1,CC(C)C[C@H]1CNC(=S)N1CC1CCN(CCCCc2ccccc2)CC1
7,-4,5,Cc1cn(CC(=O)NCCc2c[nH]c3ccccc23)c(=O)[nH]c1=O
-4,-3,-6,Nc1nc(N)nc(-c2cccc(Br)c2)n1
1,4,5,O=c1n(Cc2ccccc2Cl)c2sc3c(c2c2ncnn12)CCCC3
0,-2,-2,Cc1ccc(NC(=O)c2cc3ccccc3o2)cc1S(=O)(=O)N(C)C
4,7,2,Cc1c(C(=O)O)sc(S(=O)(=O)N2CCN(C(=O)CCc3ccccc3)CC2)c1C(=O)O
-1,-7,4,Cc1nc(CCNC(=O)C2CCC(=O)N(Cc3ccc(Cl)cc3)C2)sc1C (configuration not stated)
5,8,2,CCOc1ccc(NC(=O)CN(C)C(=O)C2CC(=O)N(c3cccc(SC)c3)C2)cc1OCC (configuration not stated)
4,-7,1,O=C(CCCOC(=O)c1ccc(O)cc1O)c1ccc(Br)cc1
6,6,-3,CC(Oc1ccc2ccccc2c1)C(=O)NNC(=O)Nc1ccccc1F (configuration not stated)

(further entries)
PAFAH1B2 inh,PAFAH2 FP inh,PAFAH1B3 FP inh,molecule
0,20,11,Cc1onc(-c2c(F)cccc2Cl)c1C(=O)Nc1cc(S(=O)(=O)N2CCCCC2)ccc1O
1,-12,2,Cc1ccc(NC(=O)c2cc(-c3ccccc3O)n[nH]2)cc1Cl
-22,-47,-38,NN=C1c2ccccc2C(=O)C1C(=O)C(c1ccccc1)c1ccccc1 (configuration not stated)
-2,-6,3,COc1cccc(CNc2ncnc3cc(Cl)ccc23)c1
4,-3,1,OC(COc1c(Br)cc(Br)cc1Br)CN1CCOCC1 (configuration not stated)
7,6,2,COc1cc2c(cc1OC)C(c1cc(Br)c(OC)c(OC)c1)CC(=O)N2 (configuration not stated)
-1,7,3,CC(C)CC1(C2CCCC2)NC(=O)NC1=O (configuration not stated)
1,-1,-6,C=CC(=O)Nc1cccc(N(C)c2ccnc(Nc3ccc(N4CCN(C)CC4)cc3)n2)c1
2,0,8,CCCCC1(C2CCCC2)NC(=O)NC1=O (configuration not stated)
0,7,6,CC(C)N1C(=O)CC(Nc2cccc3cccc(N)c23)C1=O (configuration not stated)
-2,-4,5,CC12C=CC(=O)C=C1CCC1C2C(=O)CC2(C)C1CCC2(O)C(=O)CO (configuration not stated)
1,-2,-5,CCCCP(=O)(c1ccccn1)c1ccccn1
-1,0,3,CCc1cc2c(Nc3ccccc3O)nc(C)nc2s1
2,7,2,O=C(NC1CCCC1)C(c1ccccc1F)N(C(=O)c1csnn1)c1ccccc1 (configuration not stated)
5,3,-2,Cc1ccc(C(=O)/C=C/c2c(C)nn(-c3ccccc3)c2Cl)cc1
-2,5,14,O=C(C=P(c1ccccc1)(c1ccccc1)c1ccccc1)c1ccccc1-c1ccccc1C(=O)C=P(c1ccccc1)(c1ccccc1)c1ccccc1
9,-6,4,COc1ccc(NC(=O)N2CCCC(c3ccccc3)C2)cc1 (configuration not stated)
-5,0,-6,O=C(Nc1ccnn1C1CCN(C2CCCCC2)CC1)c1cccc(F)c1
-2,6,0,COc1ccc(CCNC(=O)COC(=O)c2ccc(OC)cc2OC)cc1
21,-3,8,CCCCN(C(=O)c1cccc(S(=O)(=O)N(CC)c2ccccc2)c1)c1c(N)n(CC(C)C)c(=O)[nH]c1=O
1,-5,-2,CC[C@@H](NC(=O)Cn1cc(C)c(=O)[nH]c1=O)c1ccccc1
5,4,6,O=C(CSc1nnc2c(n1)[nH]c1ccccc12)Nc1ccc(S(=O)(=O)Nc2ncccn2)cc1
-3,-17,-8,Cc1ccc(-c2cc(C(=O)N/N=C/c3ccoc3)c3ccccc3n2)cc1
2,6,12,Cc1ccc(NC(=O)COC(=O)CNC(=O)c2cccs2)cc1S(=O)(=O)N1CCOCC1
3,-1,6,Cc1cc2oc(=O)cc(Cn3ccnc3)c2cc1O
2,2,7,OCc1nnn(-c2ccccc2)c1CO
-1,6,3,CCCN1CCn2c3c(c4cc(Br)ccc42)CCCC31 (configuration not stated)
8,7,13,O=C1/C(=C/c2ccc([N+](=O)[O-])cc2)Oc2cc(O)ccc21
17,-3,3,N/C(=N\OC(=O)c1ccccc1)C(C(=O)NOC(=O)c1ccccc1)C1CCCCC1 (configuration not stated)
-2,-9,1,O=C(NCc1ccccc1)C1CCCN1C(=O)Nc1ccccc1[N+](=O)[O-] (configuration not stated)
-10,-5,-11,O=[N+]([O-])c1ccc(N=Nc2ncc[nH]2)cc1
6,-2,3,COc1ccc(S(=O)(=O)N2CCOCC2)cc1C(=O)NCC(c1ccccc1)c1ccccc1
-3,4,4,Cc1ccc(Oc2ccc(C(=O)NCc3ccncc3)cc2)cc1
0,-6,8,Cc1ccc(COC(=O)CN2C(=O)NC3(CCCCC3C)C2=O)cc1 (configuration not stated)
7,1,6,CN(CC(=O)Nc1ccccc1Br)C(=O)c1cccc(S(=O)(=O)N2CCc3ccccc32)c1
3,4,10,CNC(=O)C1CC(=O)N(c2ccc(OCC(=O)Nc3ccccc3)cc2)C1 (configuration not stated)
6,-9,-5,CC(=O)c1ccccc1C(=O)N1CCC(n2nccc2NC(=O)C2CC2)CC1
0,92*,9,Cc1ccc(NC(=O)COC(=O)c2ccc(CN3CCCC3=O)cc2)cc1C
10,8,4,NC(=O)NN=C1CC2CC1C1C=CCC21 (configuration not stated)
2,-6,-1,O=[N+]([O-])c1cccc(NC(=S)N2CCN(c3ccccn3)CC2)c1

Grouped by structure, the entries above containing an NH in an aromatic ring.
PAFAH1B2 inh,PAFAH2 FP inh,PAFAH1B3 FP inh,molecule
0,0,2,CCCCn1c(N)c(N(CCOC)C(=O)COC(=O)CNC(=O)c2ccc(Cl)c(Cl)c2)c(=O)[nH]c1=O
1,1,13,COc1ccc(-c2[nH]ncc2/C=N\NC(=O)c2cccs2)cc1OC
6,5,7,O=c1[nH]c2cc(Cl)c(Br)cc2o1
2,-20,1,Cc1cc(C(=O)N/N=C/c2cccc(OC(=O)c3cccc(Br)c3)c2)n[nH]1
2,3,8,ClC1(Cl)CC1CSc1ncn[nH]1 (configuration not stated)
3,-7,-3,Nc1c(N(CCC2=CCCCC2)C(=O)COc2ccc([N+](=O)[O-])cc2)c(=O)[nH]c(=O)n1Cc1ccccc1
7,-4,5,Cc1cn(CC(=O)NCCc2c[nH]c3ccccc23)c(=O)[nH]c1=O
1,-12,2,Cc1ccc(NC(=O)c2cc(-c3ccccc3O)n[nH]2)cc1Cl
21,-3,8,CCCCN(C(=O)c1cccc(S(=O)(=O)N(CC)c2ccccc2)c1)c1c(N)n(CC(C)C)c(=O)[nH]c1=O
1,-5,-2,CC[C@@H](NC(=O)Cn1cc(C)c(=O)[nH]c1=O)c1ccccc1
5,4,6,O=C(CSc1nnc2c(n1)[nH]c1ccccc12)Nc1ccc(S(=O)(=O)Nc2ncccn2)cc1
-10,-5,-11,O=[N+]([O-])c1ccc(N=Nc2ncc[nH]2)cc1

This is a subset; count on the stated rates, not on these rows.
